UBC13 polyUb – human UBC13 polyubiquitination inhibition | AID 485273 | inhibition, % at 20 µM | P61088 | UBC13 polyubiquitin chain formation, TR-FRET | 330,000 tested, 0.47% active; in the data active = inhibition above about 45%, passing the limit was not always enough
SENP8 inh – inhibitors of human SENP8 protease. Q96LD8. purified SENP8, Z-RLRGG-aminoluciferin cleavage, luminescence. inhibition, % at 10 µM. 330,000 tested, 1.2% active
Gli-Sufu block – Gli-Sufu pathway antagonism | Sufu-KO-LIGHT fibroblasts, Gli luciferase reporter luminescence | 340,000 tested, 0.74% active | inhibition, % at 5 µM;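 active = inhibition above about 55%, limit read from the data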;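 also: 0% = DMSO-treated cells and 100% = wells with medium but no cells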
SENP7 block – blocks the human protease SENP7 | recombinant SENP7, Z-RLRGG-aminoluciferin luminescence, 40 min | inhibition, % at 5 µM | Q9BQF6 | 330,000 tested, 1.5% active;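 active = inhibition above about 50% at the single test dose, limit read from the data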;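 also: plate controls were DMSO with enzyme for no effect and no enzyme buffer wells for full effect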
697 NFkB inh – inhibitors of the PMA/ionomycin-induced NF-kB reporter in 697 B cells | 697 B-cell NF-kB luciferase reporter, 16 h | inhibition, % at 4 µM | 330,000 tested, 0.33% active; in the data active = inhibition above about 35%
Apaf1 inhib – human Apaf-1 inhibition; O14727; reconstituted apoptosome caspase-3 activity, DEVD-Rh110 fluorescence; inhibition, % at 20 µM; 330,000 tested, 0.71% active; AID 489030; active = inhibition of at least 40% at 20 µM;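 also: plate controls were DMSO wells for no effect and DEVD-CHO caspase inhibitor wells for full effect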
Target sequence (O14727 whole entry, looked up): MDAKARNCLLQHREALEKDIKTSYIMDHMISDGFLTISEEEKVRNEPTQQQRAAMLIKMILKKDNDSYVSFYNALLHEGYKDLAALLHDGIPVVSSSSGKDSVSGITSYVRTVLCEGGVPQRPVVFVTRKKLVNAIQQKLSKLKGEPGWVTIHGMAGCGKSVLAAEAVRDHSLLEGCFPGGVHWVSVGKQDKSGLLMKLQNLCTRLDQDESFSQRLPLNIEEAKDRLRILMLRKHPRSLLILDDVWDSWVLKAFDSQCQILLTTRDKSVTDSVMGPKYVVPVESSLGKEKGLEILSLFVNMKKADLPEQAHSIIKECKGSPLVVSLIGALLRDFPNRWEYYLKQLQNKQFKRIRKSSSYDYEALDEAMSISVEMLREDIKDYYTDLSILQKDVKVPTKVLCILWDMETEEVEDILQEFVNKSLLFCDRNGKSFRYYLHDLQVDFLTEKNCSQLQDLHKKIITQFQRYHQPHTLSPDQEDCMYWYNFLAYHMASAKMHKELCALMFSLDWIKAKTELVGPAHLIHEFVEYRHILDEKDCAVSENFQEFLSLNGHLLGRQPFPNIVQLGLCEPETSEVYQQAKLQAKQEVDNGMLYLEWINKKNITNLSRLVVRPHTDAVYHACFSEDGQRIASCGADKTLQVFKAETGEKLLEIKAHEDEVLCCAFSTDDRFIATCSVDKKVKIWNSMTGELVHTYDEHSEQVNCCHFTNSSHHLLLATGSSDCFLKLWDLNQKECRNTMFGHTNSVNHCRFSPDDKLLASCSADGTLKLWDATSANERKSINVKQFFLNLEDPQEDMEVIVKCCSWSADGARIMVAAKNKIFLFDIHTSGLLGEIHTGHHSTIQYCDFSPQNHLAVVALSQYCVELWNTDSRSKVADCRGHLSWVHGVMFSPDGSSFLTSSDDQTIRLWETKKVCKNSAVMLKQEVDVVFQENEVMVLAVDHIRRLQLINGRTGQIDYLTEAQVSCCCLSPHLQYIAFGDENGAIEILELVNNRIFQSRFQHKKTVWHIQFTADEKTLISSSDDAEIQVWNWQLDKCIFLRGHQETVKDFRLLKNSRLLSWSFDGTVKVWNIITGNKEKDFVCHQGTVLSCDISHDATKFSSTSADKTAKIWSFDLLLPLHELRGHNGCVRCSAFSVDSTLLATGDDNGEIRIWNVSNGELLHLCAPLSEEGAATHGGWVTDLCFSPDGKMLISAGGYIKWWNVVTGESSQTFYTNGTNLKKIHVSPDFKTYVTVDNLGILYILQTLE
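System – cell-free apoptosome with Apaf-1, procaspase-3 and caspase-9 · Buffer or medium – pH 7.5 Hepes buffer with CHAPS, BSA, DTT · Also added – cytochrome c with DEVD-Rh110 · Times – 30 min compound preincubation, 50 min activation, room temperature · Technique – Rh110 fluorescence intensity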
HKDC1 inh – HKDC1 (human) hexokinase inhibition; Q2TB90; recombinant HKDC1, G6PDH/diaphorase resazurin coupled fluorescence; inhibition, % at 20 µM; 340,000 tested, 0.16% active; AID 493160;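 active = inhibition above about 35% when tested at 20 µM, limit read from the data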;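 also: plate controls were DMSO wells with enzyme for no effect and DMSO wells lacking enzyme for full effect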
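Incubation: 90 min at room temperature in dark / Material: recombinant HKDC1 (HK5) hexokinase enzyme, produced in-house / Quantity: enzyme 5 µg/mL final / Compound: one dose of 20 µM, 1% DMSO / Reagent: glucose and ATP substrates / Buffer or medium: Tris pH 8.0 buffer with MgCl2, Tween-20, BSA, BME / Technique: resorufin fluorescence at 613 nm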
Jurkat NFkB inh – inhibitors of the PMA/ionomycin-induced NF-kB reporter in Jurkat cells; PMA/ionomycin-induced NF-kB luciferase reporter, luminescence; 330,000 tested, 0.53% active; inhibition, % at 4 µM
An asterisk follows results filed as active; x = no result given. Rule as the data show it, unless noted: active = inhibition above about 50%; inactive = the rest.

cpd | canonical_smiles | HKDC1 inh | UBC13 polyUb | Jurkat NFkB inh | SENP8 inh
1 | O=C(COc1ccccc1)N(Cc1cccs1)C1CCS(=O)(=O)C1 (configuration not stated) | -4 | -5 | 7 | -6
2 | CCCCc1ccc(NC(=O)COCC)cc1 | -1 | 9 | -33 | -4
3 | Cc1ccc2c(c1)c(N=NC(N)=O)c(O)n2C | -5 | -15 | -27 | 2
4 | COc1ccc(CNC(=O)C(C)OC(=O)CN2C(=O)COc3ccccc32)cc1 (configuration not stated) | -1 | 4 | 12 | -5
5 | CCOc1ccc(C(=O)Oc2ccc(NC(C)=O)cc2)cc1 | x | -3 | -8 | -11
6 | COc1ccc(C(=O)N/C(N)=N/c2nc3ccccc3o2)cc1 | -3 | 6 | -9 | -1
7 | CCCOc1ccc(N2C(=O)CC(N(CCc3ccccc3)C(=O)c3ccccc3)C2=O)cc1 (configuration not stated) | -5 | 3 | -10 | -1
8 | Cc1ccc(S(=O)(=O)N(C)CC(=O)Nc2cc(C)ccn2)cc1 | 0 | 0 | -75 | -1
9 | Cc1ncc(CO)c2c1Oc1nc(-c3ccccc3)nc(SCC(=O)N3CCOCC3)c1C2 | -5 | 11 | 7 | 3
10 | CC(=O)N1CCN(C(=O)CC2OC(=O)c3ccccc32)CC1 (configuration not stated) | -3 | -9 | -9 | 2
11 | CCN(c1ccc(OC)cc1)S(=O)(=O)c1ccc(-c2cc(C)no2)s1 | -3 | 0 | 31 | 0
12 | CC(C)(C)CC(=O)Nc1ccc(S(=O)(=O)NC2=NCCCCC2)cc1 | -3 | 3 | 8 | 6

cpd | 697 NFkB inh | Gli-Sufu block | Apaf1 inhib | SENP7 block
1 | -2 | 4 | -7 | -7
2 | -11 | -10 | -2 | 8
3 | -19 | 8 | 2 | -2
4 | 10 | 19 | 8 | 4
5 | 0 | x | 2 | -3
6 | -18 | -34 | 2 | -1
7 | -48 | 0 | 6 | 2
8 | -48 | -7 | 4 | 8
9 | 13 | -8 | 2 | 5
10 | 4 | 7 | 5 | 5
11 | -8 | 14 | 12 | 2
12 | 9 | -1 | 0 | -2

Next section
cpd | canonical_smiles | HKDC1 inh | UBC13 polyUb | Jurkat NFkB inh | SENP8 inh
13 | CCOc1ccc2oc(C(=O)NNC(=O)c3ccccc3O)c(C)c2c1 | -17 | -2 | -2 | -19
14 | COc1ccc(CC(=O)Oc2ccccc2C)cc1S(=O)(=O)N1CCOCC1 | -1 | -4 | 7 | 2
15 | Cc1ccc(C2(CCNS(=O)(=O)c3ccc(C)cc3)CCOC(C(C)C)C2)cc1 (configuration not stated) | 1 | -8 | -5 | -14
16 | O=C(NCC(=O)N(c1cccnc1)C(C(=O)NC1CCCCC1)c1cccnc1)c1ccco1 (configuration not stated) | -4 | 3 | -8 | 3
17 | O=C(NCC1CCCO1)c1cccc(NC(=O)c2ccco2)c1 (configuration not stated) | -8 | -3 | -15 | -5
18 | COc1ccc(NC(=O)N2CCN(c3ccc([N+](=O)[O-])cc3)CC2)cc1 | -12 | -3 | 28 | -19
19 | COc1ccccc1NS(=O)(=O)c1ccc(/C=C/C(=O)N2CCN(C(C)=O)CC2)cc1 | 1 | -5 | -1 | -2
20 | Cc1ccc(NC(=O)CN2CCCCCC2)cc1[N+](=O)[O-] | 0 | 5 | -46 | -4
21 | O=C(Cc1ccc(-n2cccc2)cc1)N1CCN(c2ccccc2F)CC1 | -2 | 2 | 5 | 2
22 | CCn1nc(C)c(/C=N/NC(=O)CSc2ccccn2)c1C | -1 | 4 | -18 | 4
23 | COc1ccccc1-n1cnnc1SCC(=O)Nc1nc(C)c(Cl)cc1Cl | -4 | -2 | -7 | -6
24 | CC(Sc1nc2ccccc2c(=O)n1Cc1ccco1)C(=O)c1ccccc1 (configuration not stated) | -2 | 5 | 7 | 1

cpd | 697 NFkB inh | Gli-Sufu block | Apaf1 inhib | SENP7 block
13 | -7 | -10 | 8 | 3
14 | 16 | -9 | 6 | -6
15 | 9 | -7 | 26 | -3
16 | 18 | 0 | -8 | 0
17 | 5 | 1 | -4 | 11
18 | 3 | 33 | 15 | -5
19 | 2 | 4 | -9 | 5
20 | -31 | -15 | -8 | -3
21 | 7 | -26 | 22 | -2
22 | -39 | -11 | -18 | 7
23 | 15 | -17 | 1 | 1
24 | -10 | 11 | 5 | -7

(next part)
cpd | canonical_smiles | HKDC1 inh | UBC13 polyUb | Jurkat NFkB inh | SENP8 inh
25 | O=C(Oc1coc(CSc2nnc(NC(=O)C3CC3)s2)cc1=O)c1c(F)cccc1F | 6 | -4 | -7 | 7
26 | Cc1ccc(S(=O)(=O)Nc2cc(=O)[nH]c(SCC(=O)Nc3cccc(C)c3)n2)cc1 | -1 | -6 | -3 | 1
27 | CCCc1ccc(OC(=O)c2cccs2)cc1 | -7 | 0 | 4 | -4
28 | O=C(Cc1ccccc1)NC(=S)Nc1ccc2oc(-c3ccccc3)nc2c1 | x | -4 | -74 | -10
29 | CCCn1c(N)c(C(=O)CSc2nnc(-c3cccnc3)n2-c2ccc(C)cc2C)c(=O)[nH]c1=O | 1 | 4 | 20 | 0
30 | Cc1ccc(-c2nnc(SCC(=O)Nc3ccc(S(=O)(=O)N4CCCCCC4)cc3)o2)cc1 | -11 | 3 | 0 | -4
31 | Cc1ccccc1NC(=O)CC1c2ccccc2CC(C)(C)N1C (configuration not stated) | 1 | 9 | -2 | 5
32 | CC(C)CNC1=C(C(=S)Nc2ccccc2)C(=O)CC(C)(C)C1 | -11 | -11 | 2 | 3
33 | CSCCCNC(=S)N1CCN(c2ccc(C(C)=O)cc2)CC1 | -9 | -3 | -9 | 1
34 | CSCCC(NC(=O)c1ccccc1Cl)C(=O)NCCOc1ccccc1 (configuration not stated) | -5 | -8 | 0 | -7
35 | COc1ccc2cc(-c3ccccc3)c(=O)oc2c1 | 3 | 14 | -140 | 75*
36 | CCOC(=O)Cn1cc(C=O)c2ccccc21 | -6 | 7 | -3 | 4

cpd | 697 NFkB inh | Gli-Sufu block | Apaf1 inhib | SENP7 block
25 | 16 | 12 | -6 | 2
26 | 23 | -1 | 10 | 4
27 | 24 | 7 | -6 | 42
28 | -19 | x | 10 | -2
29 | 13 | 2 | 0 | 2
30 | 12 | 0 | -2 | 3
31 | -1 | 17 | -8 | 0
32 | 0 | 2 | 13 | -2
33 | 3 | 4 | 1 | 2
34 | -22 | -14 | 12 | -4
35 | -176 | -41 | 5 | 88*
36 | 8 | -1 | -10 | 4

(list continues)
cpd | canonical_smiles | HKDC1 inh | UBC13 polyUb | Jurkat NFkB inh | SENP8 inh
37 | Cc1c(C(=O)O)oc2c1ccc1ccccc12 | 1 | 2 | 5 | -9
38 | COc1ccc2c(c1)c(=O)c(C(=O)c1ccccc1)cn2Cc1ccccc1 | 2 | 15 | 15 | -5
39 | COc1ccc(C(=O)O)cc1S(=O)(=O)N(C)CCc1cccnc1 | 0 | 0 | -11 | -9
40 | Cc1c(OCC(=O)NCc2ccccn2)ccc2c3c(c(=O)oc12)CCCC3 | 4 | 4 | -6 | 0
41 | Cc1ccc(/C=c2\sc3n(c2=O)CN(c2cccc(Br)c2)CN=3)o1 | -3 | 10 | -1 | -1
42 | COc1cc(N2CCCC2)c(OC)cc1/C=C(/C#N)c1ccc(Br)cc1 | 12 | -151 | -14 | -1
43 | O=c1[nH]c(/C=C\c2cccc(O)c2)nc(O)c1[N+](=O)[O-] | 2 | -9 | 6 | -1
44 | COc1ccc([N+](=O)[O-])c(S(=O)(=O)c2ccc(Cl)cc2)n1 | 24 | -3 | 13 | -14
45 | Cc1ccc2nc(-c3ccc(NS(C)(=O)=O)cc3)cc(-c3ccccc3)c2c1 | 0 | 26 | -3 | 2
46 | O=C(C(O)c1ccccc1)N1N=C(c2ccccc2)CC1(O)C(F)(F)F (configuration not stated) | -4 | 1 | 2 | 5
47 | Oc1ccc(/C=N/n2c(-c3ccco3)csc2=Nc2cccnc2)c(O)c1 | 8 | 17 | 10 | 10
48 | Cc1cc(C)c(S(=O)(=O)N2CCN(C(=O)CCOc3ccccc3C)CC2)c(C)c1 | -5 | 14 | 17 | 1

cpd | 697 NFkB inh | Gli-Sufu block | Apaf1 inhib | SENP7 block
37 | -10 | -3 | 1 | -5
38 | 5 | 0 | 10 | -2
39 | -12 | -2 | 10 | 10
40 | 13 | 8 | 11 | 3
41 | 8 | 2 | 23 | -5
42 | 2 | 7 | 11 | 12
43 | -2 | -2 | -6 | -9
44 | 17 | 4 | 3 | -5
45 | 16 | -5 | 0 | 2
46 | 2 | 2 | 4 | 4
47 | -30 | 29 | 11 | 8
48 | 2 | 9 | 15 | 7

Quoted at random: 6 entries already listed.
cpd | canonical_smiles | HKDC1 inh | UBC13 polyUb | Jurkat NFkB inh | SENP8 inh
41 | Cc1ccc(/C=c2\sc3n(c2=O)CN(c2cccc(Br)c2)CN=3)o1 | -3 | 10 | -1 | -1
26 | Cc1ccc(S(=O)(=O)Nc2cc(=O)[nH]c(SCC(=O)Nc3cccc(C)c3)n2)cc1 | -1 | -6 | -3 | 1
38 | COc1ccc2c(c1)c(=O)c(C(=O)c1ccccc1)cn2Cc1ccccc1 | 2 | 15 | 15 | -5
47 | Oc1ccc(/C=N/n2c(-c3ccco3)csc2=Nc2cccnc2)c(O)c1 | 8 | 17 | 10 | 10
16 | O=C(NCC(=O)N(c1cccnc1)C(C(=O)NC1CCCCC1)c1cccnc1)c1ccco1 (configuration not stated) | -4 | 3 | -8 | 3
9 | Cc1ncc(CO)c2c1Oc1nc(-c3ccccc3)nc(SCC(=O)N3CCOCC3)c1C2 | -5 | 11 | 7 | 3

cpd | 697 NFkB inh | Gli-Sufu block | Apaf1 inhib | SENP7 block
41 | 8 | 2 | 23 | -5
26 | 23 | -1 | 10 | 4
38 | 5 | 0 | 10 | -2
47 | -30 | 29 | 11 | 8
16 | 18 | 0 | -8 | 0
9 | 13 | -8 | 2 | 5

(more compounds)
cpd | canonical_smiles | HKDC1 inh | UBC13 polyUb | Jurkat NFkB inh | SENP8 inh
49 | COc1cc(C(=O)NNC(=O)c2ccc3c(c2)OCCO3)cc(OC)c1OC | -7 | -13 | -7 | -12
50 | O=C(Oc1ccccc1C(=O)N1CCOCC1)c1ccc(F)cc1 | 0 | 6 | 12 | -5
51 | N#Cc1ccc(NC(=O)COC(=O)c2ccc(F)c(S(=O)(=O)N3CCOCC3)c2)cc1 | 0 | 0 | 1 | -4
52 | O=C(NC12CC3CC(CC(C3)C1)C2)c1cc([N+](=O)[O-])ccc1Cl | 5 | -5 | -4 | -4
53 | Cc1n[nH]c(C)c1S(=O)(=O)N1CCCC(C(=O)Nc2ccc(Br)cc2)C1 (configuration not stated) | 2 | -1 | -9 | -7
54 | CC(=O)c1cccc(NC(=O)NC(C)c2ccc3c(c2)OCO3)c1 (configuration not stated) | 2 | 2 | -1 | 3
55 | CCCn1nnc2sc3c(c2c1=O)CCC(C)C3 (configuration not stated) | -6 | -2 | -43 | -13
56 | COc1ccc(C(O)c2nc3ccccc3n2C)cc1OC (configuration not stated) | -1 | -2 | 27 | -2
57 | O=C(CSc1n[nH]c(-c2ccccc2Br)n1)NCCN1C(=O)CSC1=O | -4 | -8 | 1 | -11
58 | O=C(OCC1OC2OC3(CCCCC3)OC2C2OC3(CCCCC3)OC12)c1ccccc1 (configuration not stated) | -3 | -10 | -11 | -12
59 | O=C(NCC(=O)N(CC1CCCO1)C(C(=O)NC1CCCC1)c1ccc(F)cc1)c1ccco1 (configuration not stated) | -5 | 6 | 0 | -6
60 | CC(OC(=O)c1ccc2c(=O)n3c(nc2c1)CCC3)C(=O)Nc1ccc(C(N)=O)cc1 (configuration not stated) | 0 | 4 | 5 | 2
61 | CCOc1ccccc1NC(=O)Cn1nnc(C(=O)Nc2ccc(C)cc2)c1N | 4 | 14 | 2 | -3

cpd | 697 NFkB inh | Gli-Sufu block | Apaf1 inhib | SENP7 block
49 | 9 | 2 | 7 | -5
50 | 10 | -1 | -3 | 3
51 | 7 | -6 | 0 | 7
52 | 16 | x | 6 | 10
53 | -12 | 1 | 0 | 13
54 | 3 | 0 | 14 | 1
55 | -49 | -21 | 12 | -9
56 | -28 | 28 | -13 | 5
57 | 10 | -8 | -2 | 0
58 | 8 | -2 | 9 | -5
59 | 1 | -4 | -6 | 0
60 | 20 | 0 | -10 | 6
61 | 5 | -12 | 8 | -4

Compound activity (PubChem BioAssay)
